Screens as filed in PubChem.
MBD2 DNA inh: inhibitors of human MBD2 binding to methylated oligonucleotide. Q9UBB5. hit rate 0.31% among 370,000. TR-FRET. inhibition, % at 4.4 µM; in the data active = inhibition above about 13%
SIAE primary: blocks human sialic acid acetylesterase. hit rate 0.69% among 370,000. inhibition, % at 9.66 µM. SIAE FP-Rh probe binding, fluorescence polarization. AID 1053197;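 active = inhibition above a cutoff: mean of compounds within the control limits plus 3 SD of those, cut at about 17% in these data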;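 also: 0% = plate median of compound wells and 100% = probe without SIAE protein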
TCR CD3 inh: blocks the human TCR-CD3 interaction; TAMRA-labeled TCR probe fluorescence, biochemical; inhibition, % at 9.4 µM; hit rate 0.37% among 360,000; AID 651800; in the data active = inhibition above about 19%;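 also: recombinant mutant TCR 2C K166C tagged with TAMRA read by polarization; 0% = receptor in buffer alone and 100% = receptor with positive control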
GC-A act: GC-A (human) enzyme activation; P16066; activation, % at 10 µM; hit rate 0.14% among 370,000; AID 1671463; HEK293 GC-A cells, cGMP TR-FRET, EC30 ANP; 0% at EC30 ANP, 100% saturating ANP; in the data active = activation above about 40%
mABHD4 FP: inhibits mouse alpha/beta hydrolase domain 4; Q8VD66; purified mABHD4, FP-Rh probe fluorescence polarization; inhibition, % at 8.92 µM; hit rate 0.54% among 370,000; AID 720543;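 active = inhibition exceeding the mean over every tested compound plus 3 SD, cut at about 30% in these data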;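 also: 0% = plate median of compound wells and 100% = S159A mutant with DMSO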
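Assay system: mABHD4 protein; medium: HEPES pH 7.0, NaCl, Pluronic buffer; dosing: 8.92 µM, single dose; schedule: 45 min + 60 min at 25 °C; signal: FP readout, ex 525 nm / em 598 nm; read-out: normalized percent inhibition of probe labeling; repeats: single replicate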
PRMT1 FP inh: PRMT1 (human) inhibition, primary screen | Q99873 | recombinant PRMT1, activity-based probe fluorescence polarization | inhibition, % at 2.79 µM | hit rate 1.3% among 370,000 | AID 652257;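 active = inhibition above about 21% made by adding two undisclosed values, limit read from the data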
GC-B act: GC-B (human) receptor activation. HEK293-GC-B cells, CNP EC30, cGMP TR-FRET; 0% at EC30 CNP, 100% saturating CNP. activation, % at 10 µM. hit rate 0.11% among 370,000;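 active = activation at 10 µM reaching about 35% in either raw or pattern-adjusted values, limit read from the data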
Target sequence (P20594 whole entry, looked up): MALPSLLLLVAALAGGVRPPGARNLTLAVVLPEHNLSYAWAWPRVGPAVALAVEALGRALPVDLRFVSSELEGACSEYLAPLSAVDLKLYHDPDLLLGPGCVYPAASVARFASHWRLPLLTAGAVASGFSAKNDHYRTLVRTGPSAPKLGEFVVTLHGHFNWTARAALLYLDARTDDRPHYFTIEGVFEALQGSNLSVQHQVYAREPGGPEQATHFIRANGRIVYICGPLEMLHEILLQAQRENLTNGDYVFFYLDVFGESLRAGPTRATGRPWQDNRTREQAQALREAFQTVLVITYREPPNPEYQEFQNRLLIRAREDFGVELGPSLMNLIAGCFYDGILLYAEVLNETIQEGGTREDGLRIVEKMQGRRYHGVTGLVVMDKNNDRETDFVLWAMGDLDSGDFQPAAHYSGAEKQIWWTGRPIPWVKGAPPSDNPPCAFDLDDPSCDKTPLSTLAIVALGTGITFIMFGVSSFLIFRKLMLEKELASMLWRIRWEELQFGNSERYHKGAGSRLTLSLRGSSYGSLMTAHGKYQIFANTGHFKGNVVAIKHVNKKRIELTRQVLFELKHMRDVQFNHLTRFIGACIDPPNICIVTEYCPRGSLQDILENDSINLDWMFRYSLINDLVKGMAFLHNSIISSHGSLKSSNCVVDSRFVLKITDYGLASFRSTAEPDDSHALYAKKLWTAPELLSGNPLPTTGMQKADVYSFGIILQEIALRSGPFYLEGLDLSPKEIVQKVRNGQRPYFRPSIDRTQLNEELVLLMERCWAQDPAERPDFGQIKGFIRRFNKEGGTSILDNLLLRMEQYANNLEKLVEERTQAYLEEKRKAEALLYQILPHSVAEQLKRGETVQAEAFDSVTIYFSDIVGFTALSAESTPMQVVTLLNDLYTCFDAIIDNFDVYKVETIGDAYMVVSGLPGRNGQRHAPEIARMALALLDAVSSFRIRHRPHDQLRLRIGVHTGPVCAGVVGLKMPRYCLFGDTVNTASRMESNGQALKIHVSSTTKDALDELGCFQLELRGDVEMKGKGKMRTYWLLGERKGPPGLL
rCAG binder: r(CAG) repeat RNA binding | TO-PRO-1 dye displacement fluorescence | hit rate 1.3% among 370,000 | AID 651821 | inhibition, % at 3 µM;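 active = inhibition above the plate cutoff, the mean of all test compounds on that plate plus 3 SD, cut at about 35% in these data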;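 also: 0% = DMSO alone and 100% = 100 µM mitoxantrone as full dye displacement; higher means more dye released from RNA so lower well fluorescence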
HTRA1 inhibitor: inhibitors of human serine peptidase HTRA1; Q92743; recombinant HTRA1, FP-rhodamine activity-based probe, fluorescence polarization; hit rate 0.5% among 340,000; inhibition, % at 5.96 µM; in the data active = inhibition above about 36%;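 also: 0% = enzyme with DMSO and 100% = wells lacking enzyme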
UHRF1 binding: human UHRF1 methylated DNA binding inhibitors; Q96T88; UHRF1 binding to methylated oligo, TR-FRET; inhibition, % at 4.4 µM; hit rate 0.75% among 370,000; in the data active = inhibition above about 21%;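 also: UHRF1 SRA domain binding a hemimethylated CpG hairpin DNA probe; 0% = median of test compound wells and 100% = reference inhibitor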
* = called active by the depositor; x = no result given.

SMILES	MBD2 DNA inh	SIAE primary	TCR CD3 inh	GC-A act	mABHD4 FP	PRMT1 FP inh	GC-B act	rCAG binder	HTRA1 inhibitor	UHRF1 binding
CC(=O)c1c(N2CCN(c3ccccn3)CC2)nc(=S)n(-c2ccccc2)c1C	4	-2	3	1	-2	6	3	-1	2	5
Cc1ccc(SCCC(=O)NCCSCc2ccccc2C)cc1	-3	-6	3	-3	-18	3	-4	-3	-30	-1
OC(COCc1ccccc1)CN1CCN(c2ccccc2)CC1 (stereo unspecified)	-3	0	1	5	-3	1	2	-3	2	2
O=C(CC12CC3CC(CC(C3)C1)C2)NC1CC1	1	1	-3	-1	3	6	0	-7	3	1
Cc1ccc(-c2csc3nnc(SCC(=O)NCc4ccco4)n23)cc1	4	-3	-2	-6	-3	-1	5	3	10	-3
Cc1cccc(N(CC(=O)NC2CCCC2)C(=O)c2csnn2)c1C	0	5	-1	1	-3	-3	1	-1	4	-1
O=c1[nH]ncc(N2CCCCCC2)c1Cl	-4	2	8	5	-2	-1	8	1	5	0
O=C1NC(=O)/C(=C\c2ccccc2Oc2ccc(F)c(F)c2)S1	2	-25	8	0	-10	0	-1	13	-22	0
CN1CCN(CCC(=O)N/N=C/c2ccccc2F)CC1	-1	-3	-2	1	0	-6	1	-2	2	-3
Cc1ccccc1C(=O)NNC(=O)CSc1nnc(-c2ccncc2)n1-c1ccccc1	5	4	4	-2	-1	1	6	-3	6	2
COc1ccc(NC(=S)Nc2ccccc2F)c(OC)c1	-1	10	5	2	-1	1	0	0	3	-2
COc1ccc(C(=O)NC(=S)Nc2nc(C)cc(C)n2)cc1Br	5	-7	2	-21	-3	1	-7	3	x	1
COCCNCC1C(Oc2ccc(Cl)cc2)C(=O)N1c1ccccc1C (stereo unspecified)	-3	-1	-5	1	1	1	1	-5	1	4
CC(C)CC(NC(=O)OCc1ccccc1)C(=O)NC(Cc1ccccc1)C(=O)CCl (stereo unspecified)	-2	-1	-3	-25	-2	5	2	1	-5	0
CC1CCCN(CCCNC(=O)CCn2nc(-c3ccccc3)ccc2=O)C1 (stereo unspecified)	0	2	3	-1	2	0	3	-1	2	-2
CCOc1cccc(/C=N/N2C(C)CCCC2C)c1O (stereo unspecified)	-5	3	1	-4	7	-1	3	0	2	-4
O=C(Cn1[nH]c(=O)c2ccccc2c1=O)NNC(=O)c1ccccc1	-2	-5	-6	-3	-13	3	-4	0	10	3
NCCCC[C@H](N)c1nnc([C@H](CCC(=O)O)NC(=O)C2CCNCC2)o1	-1	-7	6	1	1	1	2	1	5	-3
Cc1cc(N/N=C/c2ccc(O)c(C)c2O)nc(-c2ccccc2O)n1	-4	36*	3	-9	-22	1	-5	62*	19	-2
COc1cccc(NC(=O)c2ccc(OC(F)(F)F)cc2)c1	3	-4	4	3	-3	0	4	-6	-11	-3
CCOC(=O)Cn1nnnc1C(C(C)C)N(Cc1cc2c(C)cc(C)cc2[nH]c1=O)C1CCCC1 (stereo unspecified)	1	1	-5	1	-5	6	4	4	-9	-4
CCN(CC)CCC(=O)NN	-4	1	0	4	2	0	4	-1	1	0
CC1(C)Cc2cccc(OCC(=O)NCc3cccs3)c2O1	-1	3	-3	0	-3	-4	5	-7	-3	0
O=C(NC(=O)c1ccccc1O)c1ccc(C(F)(F)F)cc1	2	3	-7	0	10	7	7	-1	x	14
CN(C)CCCOC(=O)c1ccc(Br)cc1	-3	-3	1	1	7	-3	-7	1	6	9
Cc1cccc(-n2c(CNC(=O)c3ccccc3)nnc2SCC(=O)Nc2nccs2)c1	-2	6	7	-1	1	-6	1	0	-8	1
CCOC(=O)c1c(CN2CCOCC2)n(-c2ccccc2)c2cc(Br)c(OC)cc12	6	1	-2	1	-10	1	2	2	-30	4
CC(C)(CNC(=O)CNC(=O)c1ccccc1F)N1CCOCC1	1	3	6	-1	0	-1	4	0	5	0
CCOc1ccc(C(=O)NC(C(=O)NCc2cccnc2)C(C)C)cc1 (stereo unspecified)	5	-4	6	-5	-3	-5	-1	-1	-4	-1
c1ccc2[nH]c(COCc3nc4ccccc4[nH]3)nc2c1	4	5	x	2	0	3	0	x	x	1
CC(O)c1ccc(-n2cnnn2)cc1 (stereo unspecified)	1	-3	1	-1	13	-3	0	-2	6	-3
Cc1cc(=O)oc2c(C)c(OCC(=O)NCCN3CCOCC3)ccc12	-1	-6	0	-2	-10	-5	-5	-1	3	2
C=CC(n1cncn1)C(O)(c1ccccc1)c1ccccc1 (stereo unspecified)	1	-3	4	-3	4	0	-12	4	-5	-2
COc1ccccc1C(=O)N(Cc1sccc1C)C1CCS(=O)(=O)C1 (stereo unspecified)	0	3	5	-3	7	-2	-9	1	6	3
Cc1ccc(Cc2c(-c3ccc(Cl)cc3)nc3c4ccccc4ccn23)cc1	-3	-1	6	23	-1	-1	32	5	x	11
CCn1c(N)c(C(=O)NCc2ccco2)sc1=S	0	6	-1	8	4	8	10	0	5	-1

Reprinted at random: 6 entries already listed.
SMILES	MBD2 DNA inh	SIAE primary	TCR CD3 inh	GC-A act	mABHD4 FP	PRMT1 FP inh	GC-B act	rCAG binder	HTRA1 inhibitor	UHRF1 binding
CCOc1ccc(C(=O)NC(C(=O)NCc2cccnc2)C(C)C)cc1 (stereo unspecified)	5	-4	6	-5	-3	-5	-1	-1	-4	-1
CCn1c(N)c(C(=O)NCc2ccco2)sc1=S	0	6	-1	8	4	8	10	0	5	-1
CN(C)CCCOC(=O)c1ccc(Br)cc1	-3	-3	1	1	7	-3	-7	1	6	9
c1ccc2[nH]c(COCc3nc4ccccc4[nH]3)nc2c1	4	5	x	2	0	3	0	x	x	1
Cc1ccc(Cc2c(-c3ccc(Cl)cc3)nc3c4ccccc4ccn23)cc1	-3	-1	6	23	-1	-1	32	5	x	11
Cc1cccc(-n2c(CNC(=O)c3ccccc3)nnc2SCC(=O)Nc2nccs2)c1	-2	6	7	-1	1	-6	1	0	-8	1

Other compounds:
SMILES	MBD2 DNA inh	SIAE primary	TCR CD3 inh	GC-A act	mABHD4 FP	PRMT1 FP inh	GC-B act	rCAG binder	HTRA1 inhibitor	UHRF1 binding
Cc1ccc(OCCNC(=O)c2ccccc2N)cc1	1	4	-5	-1	3	5	1	3	-5	1
CC(=O)Nc1sc(/C(C#N)=C/c2ccc(Cl)c(Cl)c2)nc1-c1ccc(C)cc1	-1	-19	-16	31	-7	-1	-8	4	-3	-2
OCCNC(=S)Nc1cccc(Cl)c1Cl	5	2	8	2	-6	2	2	-6	-1	2
Cc1ccc(N(C(=O)Cc2cccs2)C(C(=O)NC2CCCCC2)c2ccccn2)cc1C (stereo unspecified)	-5	2	4	-25	-1	2	-19	-10	-22	-2
O=C(O)CSc1nnc(-c2cccs2)n1-c1ccc(Cl)cc1	2	1	2	1	-5	-2	-1	3	6	0
COc1ccc(Nc2nc(C)nc3c2oc2ccccc23)cc1	9	2	0	5	12	1	1	-5	-3	2
CC(C)(C)C1CCc2c(sc3c2C(=O)NC(c2ccco2)N3)C1 (stereo unspecified)	-8	9	4	-3	-12	4	-7	13	-7	-1
COc1cccc(C(=O)c2c(-c3ccccc3)ncc3cc(OC)c(OC)cc23)c1	-2	-9	-9	-9	-18	1	-12	5	-19	1
COc1ccc(CCNC(=O)c2cc(C(C)C)on2)cc1OC	-4	3	-7	3	3	1	-7	0	1	0
COc1ccccc1/C=C1/SC(=S)N(C(C)C(=O)NC2C=CS(=O)(=O)C2)C1=O (stereo unspecified)	-4	6	0	1	-5	9	7	4	-8	-4
CN(C1CCCCC1)S(=O)(=O)c1ccc2[nH]c(=O)oc2c1	1	5	0	0	-4	0	3	3	-2	-2
Cc1ccc(Cn2ncc3c(N4CCN(C)CC4)ncnc32)cc1	4	-4	-2	1	-4	10	4	-6	4	6
CCOC(=O)C1(C)CCCCN1C(=O)c1ccnc(Cl)c1 (stereo unspecified)	-6	2	7	2	-2	0	1	2	x	-1
CCCCCCCCOC(=O)CCc1c(C)[nH]c(=S)[nH]c1=O	1	0	-2	6	-2	4	-14	8	-10	-1
CC1(C)Cc2c(sc3c2c2ncnn2c2nnc(SCC(=O)NCc4ccco4)n32)CO1	3	1	-4	-1	-1	4	-6	-2	4	0
CCOc1ccc2nc(SCC(=O)NCc3ccc4c(c3)OCO4)[nH]c2c1	-5	2	-7	-1	-1	-1	-5	5	-8	3
CCCCCCCCN1C(=O)[C@H](CC(=O)NCc2cccc3ccccc23)C[C@@]2(C(=O)OCC)CCC=C12	-1	-7	5	2	-2	5	1	4	x	0
c1ccc(CCCCNCC2COc3ccccc3O2)cc1 (stereo unspecified)	3	1	-3	2	-4	-2	-4	1	-5	7
COc1cc(NC(=O)C2CCCCN2)ccc1OCC(C)C (stereo unspecified)	1	4	-2	0	-2	2	-3	1	-2	2
CC(C)[C@H](NC(=O)c1cc2cc(Cl)ccc2n1C)C(=O)N1CCC(C(=O)O)CC1	1	-1	0	2	2	2	3	9	-3	2
O=C(Cc1ccccc1)NN1C(=O)C2C3C=CC(C4CC34)C2C1=O (stereo unspecified)	-4	3	5	-1	-1	-1	3	-1	-1	-2
NC(=O)[C@@H]1CCCN1C(=O)[C@@H](Cc1ccccc1)NC(=O)[C@H]1O[C@@H](n2ccc(N)nc2=O)[C@H](O)[C@@H]1O	-1	0	6	1	-2	-2	-7	2	x	0
CN1Cc2nnn(CC3CCCCC3)c2-c2ccccc2S1(=O)=O	1	-5	x	-1	-4	-1	-6	-1	x	2
OC(COCc1cccs1)CN1CCCCCC1 (stereo unspecified)	-2	1	1	-3	7	1	6	-6	-2	0
O=C(N[C@H](Cc1ccc(Cl)cc1)C(=O)O)OCC1c2ccccc2-c2ccccc21	2	-5	-1	2	-2	0	0	40*	-10	13
CN=C1SC(CC(=O)Nc2cccc(C(F)(F)F)c2)C(=O)N1C (stereo unspecified)	2	5	-1	-3	2	1	-6	-3	-1	9
O=C(O)CC/C(=C\c1cc2c(cc1Br)OCO2)c1nc2ccccc2s1	-1	-1	-3	2	-4	6	2	39*	-7	3
CCCCn1nnc(NC(=O)COc2ccc(Cl)c(C)c2)n1	1	3	0	7	-7	-5	10	-6	-5	-13
C#CCOCCOCCOCCNc1nc(N2CCN(C(=O)[C@H]([C@@H](C)CC)n3cc([C@@H](N)Cc4ccc(O)cc4)nn3)CC2)nc(N2CCN(C(=O)[C@H](Cc3ccc(O)cc3)n3cc([C@@H](N)CC(C)C)nn3)CC2)n1	4	-2	4	2	8	-2	4	12	1	1
CC(CC(=O)Nc1nc2ccccc2[nH]1)c1ccccc1 (stereo unspecified)	-6	2	3	-1	8	0	0	0	-1	2
C/C(CCc1ccco1)=N/NC(=O)CCC(=O)Nc1ccc(Br)cc1	1	-8	-3	-2	0	3	-4	5	-29	0
Cc1ccc(S(=O)(=O)N2CCC(C(=O)Nc3nnc(-c4ccc(F)cc4)s3)CC2)cc1	11	-2	1	8	4	-2	-7	0	1	25*
C(=NN1CCCCCC1)c1ccccc1	1	4	2	-6	-1	0	1	3	2	3
Cc1ccc(NC(=O)c2ccccc2NS(=O)(=O)c2ccc(F)cc2)cc1S(=O)(=O)N1CCCCC1	-1	-22	-3	2	-10	2	0	67*	-43	2

This is a subset; the hit share may differ from the screen's.
